# Screening data as filed in PubChem BioAssay.
# TcdB GH inh – blocks C. difficile toxin B glycohydrolase activity. P18177. TcdB glycohydrolase enzymatic assay, plate reader. inhibition, % at 9.99 µM. hit rate 0.24% among 350,000; in the data active means inhibition above about 10%
# Target sequence (P18177 whole entry, looked up): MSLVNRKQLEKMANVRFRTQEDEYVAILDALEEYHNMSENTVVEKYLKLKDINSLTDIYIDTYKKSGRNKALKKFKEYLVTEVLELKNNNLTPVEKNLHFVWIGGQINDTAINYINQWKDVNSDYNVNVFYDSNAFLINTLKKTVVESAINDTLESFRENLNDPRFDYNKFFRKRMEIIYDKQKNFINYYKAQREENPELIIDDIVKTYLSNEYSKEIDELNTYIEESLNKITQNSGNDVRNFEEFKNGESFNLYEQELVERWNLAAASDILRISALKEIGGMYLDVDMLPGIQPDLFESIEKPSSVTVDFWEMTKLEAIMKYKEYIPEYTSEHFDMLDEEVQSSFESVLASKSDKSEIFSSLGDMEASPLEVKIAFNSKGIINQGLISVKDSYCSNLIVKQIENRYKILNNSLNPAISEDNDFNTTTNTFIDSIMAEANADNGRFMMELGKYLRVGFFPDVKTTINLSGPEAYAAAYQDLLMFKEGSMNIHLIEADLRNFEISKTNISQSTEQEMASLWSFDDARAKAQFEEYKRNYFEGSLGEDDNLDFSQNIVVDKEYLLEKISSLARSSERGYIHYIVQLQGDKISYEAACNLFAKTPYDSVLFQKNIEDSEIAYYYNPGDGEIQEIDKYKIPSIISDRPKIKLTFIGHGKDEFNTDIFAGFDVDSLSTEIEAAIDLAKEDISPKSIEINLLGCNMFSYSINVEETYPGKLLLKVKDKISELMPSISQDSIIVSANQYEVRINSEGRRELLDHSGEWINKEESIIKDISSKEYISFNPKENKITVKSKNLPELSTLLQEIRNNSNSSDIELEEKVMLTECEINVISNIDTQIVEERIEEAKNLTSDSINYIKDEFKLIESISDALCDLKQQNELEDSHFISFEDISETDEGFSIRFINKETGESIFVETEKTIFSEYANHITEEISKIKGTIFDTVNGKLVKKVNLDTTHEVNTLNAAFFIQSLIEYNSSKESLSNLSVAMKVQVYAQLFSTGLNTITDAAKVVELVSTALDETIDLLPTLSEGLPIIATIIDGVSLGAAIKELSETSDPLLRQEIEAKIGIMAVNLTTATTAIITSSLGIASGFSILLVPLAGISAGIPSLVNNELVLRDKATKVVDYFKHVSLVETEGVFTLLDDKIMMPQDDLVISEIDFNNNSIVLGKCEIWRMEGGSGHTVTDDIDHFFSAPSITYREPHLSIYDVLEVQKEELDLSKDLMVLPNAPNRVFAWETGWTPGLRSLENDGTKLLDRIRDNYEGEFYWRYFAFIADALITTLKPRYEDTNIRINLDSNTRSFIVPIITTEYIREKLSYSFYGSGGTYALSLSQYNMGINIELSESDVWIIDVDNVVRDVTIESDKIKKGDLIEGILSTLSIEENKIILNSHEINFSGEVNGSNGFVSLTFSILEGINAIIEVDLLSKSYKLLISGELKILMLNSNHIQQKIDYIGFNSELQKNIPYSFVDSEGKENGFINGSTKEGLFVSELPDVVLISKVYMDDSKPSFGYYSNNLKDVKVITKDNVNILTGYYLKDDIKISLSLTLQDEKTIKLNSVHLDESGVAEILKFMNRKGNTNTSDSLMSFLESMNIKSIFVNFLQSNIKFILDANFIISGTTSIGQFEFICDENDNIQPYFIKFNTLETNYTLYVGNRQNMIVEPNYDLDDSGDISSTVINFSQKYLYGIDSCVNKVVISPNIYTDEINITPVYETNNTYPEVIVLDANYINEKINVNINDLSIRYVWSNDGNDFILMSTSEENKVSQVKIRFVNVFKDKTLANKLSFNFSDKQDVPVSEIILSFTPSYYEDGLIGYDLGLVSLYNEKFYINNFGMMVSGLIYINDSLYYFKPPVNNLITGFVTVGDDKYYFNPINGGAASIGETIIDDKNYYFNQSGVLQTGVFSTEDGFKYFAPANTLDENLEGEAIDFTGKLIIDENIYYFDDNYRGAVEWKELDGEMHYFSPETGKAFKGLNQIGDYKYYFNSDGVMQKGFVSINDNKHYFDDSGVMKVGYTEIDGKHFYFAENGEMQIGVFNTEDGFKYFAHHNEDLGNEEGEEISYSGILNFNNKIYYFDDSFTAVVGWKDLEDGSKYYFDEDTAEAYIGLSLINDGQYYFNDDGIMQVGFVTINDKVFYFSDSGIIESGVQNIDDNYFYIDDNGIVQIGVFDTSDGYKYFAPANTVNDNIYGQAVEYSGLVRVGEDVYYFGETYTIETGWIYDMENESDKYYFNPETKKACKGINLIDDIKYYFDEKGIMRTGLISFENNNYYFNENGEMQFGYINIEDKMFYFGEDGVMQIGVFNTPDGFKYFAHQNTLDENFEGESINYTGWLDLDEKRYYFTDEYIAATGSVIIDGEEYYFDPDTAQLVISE
# * marks the source's active call; other numbers are inactive results; & = joins results of further samples.
SMILES,TcdB GH inh
C[C@H]1CN([C@@H](C)CO)C(=O)c2cccc(NC(=O)C3CCOCC3)c2O[C@H]1CN(C)C(=O)Nc1ccc(F)cc1,1.2
COc1ccc(C#Cc2ccc([C@H]3[C@H](CO)N4CCCCN(S(=O)(=O)c5cn(C)cn5)C[C@@H]34)cc2)cc1,-0.3
OC[C@@H]1[C@H](c2ccc(Br)cc2)[C@@H]2CNCCCCN12,0.1
CCC(=O)N(C)C[C@H]1Oc2ncc(/C=C/c3ccccc3)cc2C(=O)N([C@H](C)CO)C[C@@H]1C,2.4
N#C[C@@H]1[C@@H](c2ccccc2-c2ccccc2F)[C@@H](CO)N1C(=O)C1CCC1,-0.5
C[C@@H]1CN([C@@H](C)CO)S(=O)(=O)c2ccc(C#CC3(O)CCCC3)cc2O[C@@H]1CN(C)C(=O)Cc1cccnc1,1.4
C/C=C/c1ccc([C@@H]2[C@@H](CO)N(C(=O)CC)[C@@H]2CNC(=O)CC)cc1,0.9
CC1C=NC(S(=O)(=O)N2CC[C@@H]3[C@H](CO)N(C)c4ccc(-c5ccccc5F)cc4[C@@H]32)=N1 (stereo partly specified),-0.4
C[C@H](CO)N1C[C@H](C)[C@@H](CN(C)C(=O)c2ccc(F)cc2)Oc2cc(C3=CCCC3)ccc2S1(=O)=O,-0.1
CC(C)NC(=O)N(C)C[C@@H]1Oc2ncc(C#Cc3ccccc3F)cc2C(=O)N([C@H](C)CO)C[C@@H]1C,1.4
CN1C(=O)c2cc(NC(=O)c3ccccc3)ccc2OC[C@@H]2O[C@H](CC(=O)O)CC[C@@H]21,1.4
C[C@@H]1CN([C@@H](C)CO)C(=O)c2cccc(NC(=O)C3CCCCC3)c2O[C@H]1CN(C)CC1CC1,1.4
CCC(=O)Nc1ccc2c(c1)OC[C@H](C)N(CC1CC1)C[C@H](C)[C@@H](OC)CN(C)C2=O,0.5
CO[C@H]1CN(C)C(=O)c2ccc(NS(C)(=O)=O)cc2OC[C@@H](C)NC[C@@H]1C,-0.3
COc1cccc(-c2cnc3c(c2)C(=O)N([C@H](C)CO)C[C@@H](C)[C@@H](CN(C)C(=O)CC2CC2)O3)c1,2.0
Cc1cccc(S(=O)(=O)N2C[C@@H](O)COC[C@H]3O[C@@H](CC(=O)Nc4ccccc4)CC[C@@H]32)c1,0.6
Cc1ccc(S(=O)(=O)N(C)C[C@@H]2OCCCC[C@H](C)Oc3ccc(N(C)C)cc3C(=O)N([C@@H](C)CO)C[C@@H]2C)cc1,-7.3
O=C(C[C@@H]1C[C@H]2c3cc(NC(=O)C4CCC4)ccc3O[C@H]2[C@H](CO)O1)NCc1ccc(Cl)cc1,0.0
CN1[C@@H]2Cn3c(ccc(-c4ccncc4)c3=O)[C@H]1[C@@H](C(=O)N1CCC(Cc3ccccc3)CC1)[C@@H]2CO,0.5
O=C(Cc1ccccn1)NCC[C@H]1CC[C@@H](NC(=O)Nc2ccccc2)[C@H](CO)O1,-0.4
Cc1ccccc1-c1ccc(C2[C@@H]3CN(Cc4cccnc4)C[C@H]2N3)cc1 (stereo partly specified),0.8&0.0
C[C@H]1CN([C@@H](C)CO)C(=O)c2cccc(NC(=O)Nc3ccc(C(F)(F)F)cc3)c2O[C@H]1CN(C)CC1CCCCC1,0.4
O=C(C[C@H]1C=C[C@@H](NC(=O)C2CCOCC2)[C@@H](CO)O1)Nc1nccs1,0.6
Cc1noc(C)c1NC(=O)Nc1ccc2c(c1)C(=O)N([C@@H](C)CO)C[C@@H](C)[C@@H](CN(C)S(=O)(=O)c1ccc(Cl)cc1)O2,0.7
C[C@@H]1CN([C@@H](C)CO)S(=O)(=O)c2ccc(C#Cc3cccnc3)cc2O[C@H]1CN(C)CC1CCOCC1,2.4

# An excerpt of these results, with bars between the fields.
SMILES | TcdB GH inh
C[C@@H]1CN([C@@H](C)CO)S(=O)(=O)c2ccc(C#CC3(O)CCCC3)cc2O[C@@H]1CN(C)C(=O)Cc1cccnc1 | 1.4
C/C=C/c1ccc([C@@H]2[C@@H](CO)N(C(=O)CC)[C@@H]2CNC(=O)CC)cc1 | 0.9

# (list continues)
SMILES,TcdB GH inh
CCCNC(=O)N(C)C[C@@H]1Oc2ncc(C#Cc3ccccc3F)cc2C(=O)N([C@@H](C)CO)C[C@H]1C,-0.2
CCC(=O)N1CCC2(CC1)CN(Cc1cccc(Cl)c1)[C@@H](CO)c1[nH]c3cc(OC)ccc3c12,-0.4
Cc1noc(C)c1NC(=O)N(C)C[C@@H]1OCCCC[C@H](C)Oc2ccc(NC(=O)c3ccccc3)cc2C(=O)N([C@H](C)CO)C[C@@H]1C,0.6
Cc1ccc(S(=O)(=O)N(C)C[C@@H]2Oc3ccc(NC(=O)Nc4ccc(C(F)(F)F)cc4)cc3CC(=O)N([C@@H](C)CO)C[C@@H]2C)cc1,0.7
CCC(=O)N1CC2(C1)[C@H](c1ccc(-c3ccc(C#N)cc3)cc1)[C@H](CO)N2C(C)=O,-0.4
C[C@H](CO)N1C[C@H](C)[C@@H](CN(C)C(=O)Nc2ccc(C(F)(F)F)cc2)Oc2c(NC(=O)c3cnccn3)cccc2C1=O,0.1
C/C=C/c1ccc2c(c1)O[C@@H](CN(C)S(=O)(=O)c1ccc(F)cc1)[C@@H](C)CN([C@@H](C)CO)S2(=O)=O,0.8
Cc1cccc(-c2ccc([C@@H]3[C@@H](CO)N4CCCCN(C(=O)NC(C)C)C[C@H]34)cc2)c1,0.2
CC(C)CC#Cc1ccc2c(c1)O[C@H](CN(C)C(=O)c1ccccc1F)[C@@H](C)CN([C@@H](C)CO)S2(=O)=O,0.2
CN(C[C@H]1[C@@H](c2ccccc2)[C@@H](CO)N1C(=O)C1CCC1)C(=O)c1ccncc1,-1.2
CN1C(=O)c2cc(NC(=O)C3CCCC3)ccc2OC[C@@H]2O[C@H](CC(=O)Nc3ccccc3)CC[C@@H]21,0.3
CN(C)CC#Cc1ccc([C@@H]2[C@@H](CO)N3CCCCN(CC4CC4)C[C@H]23)cc1,-2.6
N#Cc1ccc(-c2ccc([C@@H]3[C@H](CO)N4CCCCN(C(=O)Cc5ccccc5)C[C@@H]34)cc2)cc1,1.9
Cc1noc(C)c1NC(=O)Nc1ccc2c(c1)C(=O)N([C@H](C)CO)C[C@@H](C)[C@H](CN(C)C)OCCCC[C@@H](C)O2,-2.6
O=C(Nc1ccccc1)N[C@H]1CC[C@@H](CCNS(=O)(=O)c2cccc(F)c2)O[C@H]1CO,-0.8
O=C(C[C@@H]1CC[C@@H]2[C@H](COC[C@H](O)CN2C(=O)Nc2cccc(Cl)c2)O1)N1CCCCC1,0.1
C[C@@H]1CN([C@H](C)CO)C(=O)c2cc(NS(=O)(=O)c3cn(C)cn3)ccc2O[C@@H](C)CCCCO[C@@H]1CN(C)S(=O)(=O)c1ccc(F)cc1,0.6
C[C@@H]1CN([C@@H](C)CO)C(=O)c2cccc(NC(=O)C3CCOCC3)c2O[C@@H]1CN(C)Cc1ccc(Cl)c(Cl)c1,1.3
COc1ccc(C#Cc2ccc([C@H]3[C@@H](CO)N4C(=O)CN(C(=O)c5cccnc5)C[C@H]34)cc2)cc1,-0.3
Cc1cccc(S(=O)(=O)N2CCCCN3[C@@H](CO)[C@H](c4ccc(C#C[C@H](C)O)cc4)[C@@H]3C2)c1,-0.2
C[C@H]1CN([C@@H](C)CO)C(=O)c2cccc(NC(=O)CCCCCC(=O)Nc3ccccc3N)c2O[C@H]1CN(C)C(=O)Nc1ccc(C(F)(F)F)cc1,1.2
C[C@H]1CN([C@@H](C)CO)C(=O)c2cc(NC(=O)CCC(F)(F)F)ccc2O[C@@H]1CN(C)S(=O)(=O)c1cn(C)cn1,-11.5
CC(C)CC#Cc1ccc2c(c1)O[C@H](CN(C)C(=O)Nc1ccccc1)[C@H](C)CN([C@H](C)CO)S2(=O)=O,-0.8
CCCC(=O)Nc1ccc2c(c1)C(=O)N(C)C[C@@H](OC)[C@@H](C)CN(CCC(F)(F)F)[C@@H](C)CO2,-0.1
CO[C@H]1CN(C)C(=O)c2cc(NC(=O)c3ccc(F)cc3)ccc2OC[C@H](C)N(C(=O)CN(C)C)C[C@@H]1C,-0.8

# A few values from above:
# `Cc1ccc(S(=O)(=O)N(C)C[C@@H]2Oc3ccc(NC(=O)Nc4ccc(C(F)(F)F)cc4)cc3CC(=O)N([C@@H](C)CO)C[C@@H]2C)cc1` in TcdB GH inh has 0.7
# `CO[C@H]1CN(C)C(=O)c2cc(NC(=O)c3ccc(F)cc3)ccc2OC[C@H](C)N(C(=O)CN(C)C)C[C@@H]1C` in TcdB GH inh has -0.8
# `COc1ccc(C#Cc2ccc([C@H]3[C@@H](CO)N4C(=O)CN(C(=O)c5cccnc5)C[C@H]34)cc2)cc1` in TcdB GH inh has -0.3
# `Cc1cccc(-c2ccc([C@@H]3[C@@H](CO)N4CCCCN(C(=O)NC(C)C)C[C@H]34)cc2)c1` in TcdB GH inh has 0.2
# `C[C@@H]1CN([C@@H](C)CO)C(=O)c2cccc(NC(=O)C3CCOCC3)c2O[C@@H]1CN(C)Cc1ccc(Cl)c(Cl)c1` in TcdB GH inh has 1.3
# `CCC(=O)N1CCC2(CC1)CN(Cc1cccc(Cl)c1)[C@@H](CO)c1[nH]c3cc(OC)ccc3c12` in TcdB GH inh has -0.4

# Other results.
SMILES,TcdB GH inh
C[C@@H]1CN([C@@H](C)CO)C(=O)c2cccc(NC(=O)c3ccncc3)c2O[C@H]1CN(C)C(=O)Nc1cccc2ccccc12,0.0
CCCNC(=O)C[C@H]1CC[C@H]2[C@@H](COC[C@@H](O)CN2C(=O)Nc2ccccc2OC)O1,0.8
O=C(Cc1ccccc1)N1CC[C@@H]2[C@H](CO)Nc3ccc(-c4cccc(F)c4)cc3[C@@H]21,-1.0
CO[C@H](CN(C)S(=O)(=O)c1ccc(C)cc1)[C@@H](C)CN(C(=O)Nc1ccccc1F)[C@@H](C)CO,0.1
C[C@@H]1CCCCO[C@H](CN(C)C(=O)Nc2ccc(F)cc2)[C@@H](C)CN([C@H](C)CO)C(=O)c2cc(NC(=O)c3ccncc3)ccc2O1,0.1
CC(=O)N(C)C[C@H]1Oc2cc(Br)ccc2S(=O)(=O)N([C@@H](C)CO)C[C@@H]1C,0.1
C[C@H](CO)N1C[C@H](C)[C@@H](CN(C)C(=O)C2CCCCC2)Oc2cc(C3=CCCC3)ccc2S1(=O)=O,-0.4
C[C@@H]1CN([C@H](C)CO)C(=O)c2cc(-c3cccnc3)cnc2O[C@H]1CN(C)C(=O)C1CCOCC1,-0.1
CC(C)NC(=O)N[C@H]1CC[C@@H](CCNS(=O)(=O)c2ccc(F)cc2)O[C@H]1CO,0.1
O=C(Nc1ccc(Cl)cc1)N[C@H]1CC[C@H](CCn2cc(Cc3ccccc3)nn2)O[C@@H]1CO,0.7
C[C@@H]1CCCCO[C@H](CN(C)C(=O)C2CCCCC2)[C@H](C)CN([C@H](C)CO)C(=O)c2cc(NS(=O)(=O)c3cccs3)ccc2O1,-4.0
COc1ccc(S(=O)(=O)Nc2ccc3c(c2)C(=O)N([C@H](C)CO)C[C@@H](C)[C@@H](CN(C)C(=O)Nc2c(C)noc2C)O3)cc1,1.6
C[C@H]1CN([C@@H](C)CO)C(=O)c2cc(NC(=O)C3CC3)ccc2O[C@H]1CN(C)CC1CCCCC1,-7.7
C[C@@H](O)C#Cc1ccc([C@H]2[C@H]3CN(CC4CC4)CCCCN3[C@H]2CO)cc1,0.4
CO[C@@H]1CN(C)C(=O)c2cc(NS(C)(=O)=O)ccc2OC[C@H](C)N(C(=O)CN(C)C)C[C@H]1C,0.0
COc1ccc2c3c(n(C)c2c1)[C@H](CO)N(C(=O)Nc1ccccc1F)CC31CCN(C(C)=O)CC1,0.1
CC(=O)NC[C@H]1[C@@H](c2ccc(C#CC(C)C)cc2)[C@@H](CO)N1C(=O)C1CC1,0.7
COC(=O)c1c(CC[C@@H](CO)NC(=O)N[C@H](Cn2cc(-c3cncn3C)nn2)C(C)C)oc(C(C)=O)c1C(=O)OC,-1.3
COc1ccc(NC(=O)N(C)C[C@@H]2Oc3ccc(NS(=O)(=O)c4cccs4)cc3C(=O)N([C@H](C)CO)C[C@@H]2C)cc1,-1.5
O=C(C[C@H]1CC[C@H]2[C@@H](COC[C@@H](O)CN2C(=O)Nc2ccc(Cl)cc2)O1)NCc1ccncn1,-0.4
COC(=O)C[C@H]1CC[C@@H]2[C@H](COc3ccc(NC(=O)c4ccc(F)cc4)cc3C(=O)N2C)O1,3.0
C[C@H](CO)N1C[C@H](C)[C@@H](CN(C)S(=O)(=O)c2ccc(F)cc2)Oc2ncc(C#CC3(O)CCCC3)cc2C1=O,1.5
C[C@@H]1CCCCO[C@@H](CN(C)S(=O)(=O)c2ccccc2)[C@@H](C)CN([C@@H](C)CO)C(=O)c2cc(NS(=O)(=O)c3ccc(Cl)cc3)ccc2O1,0.8
CCCC#Cc1ccc([C@@H]2[C@H]3CN(C(=O)Nc4ccccc4F)CC(=O)N3[C@H]2CO)cc1,1.1
O=C1C2C=C(Br)[C@H](C[C@@H]2OCCCCCCO)[C@@]12CO2,-0.3

# Remaining list, next part:
SMILES,TcdB GH inh
COc1ccc(S(=O)(=O)Nc2ccc3c(c2)[C@@H]2C[C@@H](CC(=O)NCC4CC4)O[C@@H](CO)[C@@H]2O3)cc1,-3.0
C[C@@H]1CN([C@@H](C)CO)C(=O)c2cc(NS(=O)(=O)c3cccs3)ccc2O[C@H]1CN(C)Cc1ccc(-c2ccccc2)cc1,0.1
CCNC(=O)C[C@@H]1CC[C@@H]2[C@H](COC[C@H](O)CN2C(=O)CC)O1,-0.8
CCCNC(=O)N1C[C@@H](O)COC[C@H]2O[C@H](CC(=O)N[C@H]3CCN(Cc4ccccc4)C3)CC[C@@H]21,-2.4
C[C@H]1CN([C@@H](C)CO)C(=O)c2cc(-c3cccc(F)c3)cnc2O[C@@H]1CN(C)C(=O)Nc1cc(F)ccc1F,0.5
Cc1ccccc1S(=O)(=O)N1CCCCN2[C@H](CO)[C@@H](c3ccc(C#CCN(C)C)cc3)[C@H]2C1,-0.1
Cc1noc(C)c1NC(=O)N(C)C[C@H]1Oc2cc(C#CCN(C)C)ccc2S(=O)(=O)N([C@@H](C)CO)C[C@@H]1C,1.1
CCc1csc(N2[C@H](C#N)[C@H](c3ccc(-c4cccc(F)c4)cc3)[C@H]2CO)n1,0.3

# A portion of the library. The share of hits here may be higher or lower than overall.
